From PubChem BioAssay
PLK1 PBD block = inhibitors of human PLK1 polo-box domain binding; P53350; Plk1 PBD binding of FITC phosphopeptide, fluorescence polarization; Potency, µM, inactives show max response, negative = inhibition, usual class: inhibitors; 360,000 tested, 2.8% active; AID 720504; also: potency is read from the fitted curve at half-maximal effect; series mostly up to about 57 µM; % is scaled to controls: 0 for no effect and ±100 for the full control effect; nearly all actives have a fitted effect of over 65% in size
IL2 activator = IL-2 activation; 360,000 tested, 0.065% active; activation, % (series mostly up to about 46 µM); IL-2 activation reporter assay, cell-based qHTS; stimulated with anti-CD3/CD4/CD28 beads; in transgenic mouse T cells; AID 652025; in the data active = activation above about 50%; inconclusive = mostly about 30% to 49%; also: 0% is about no effect
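Quantitative HTS in unstimulated transgenic mouse T cells, with memory T cells as non-tolerant control and PMA/ionomycin as tolerance-bypass control. Compound pretreatment lasted 60 minutes before 18 h bead stimulation; EGFP/DsRed fluorescence read.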
EPAC1 antag = EPAC1 (human) antagonism; O95398; EPAC1 GEF assay, Rap1b-BODIPY-GDP exchange fluorescence; Potency, µM (highest dose often 115 µM), for inactives: at the highest dose activity change, negative = inhibition, actives largely listed as inhibitors; 360,000 tested, 0.14% active;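 also: potency is read from the fitted curve at half-maximal effect; plate controls were vehicle for no effect and positive control for full effect; nearly all actives have a fitted effect of over 50% in size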
GLP-1R agonist = GLP-1 receptor (human) agonism. P43220. HEK293 GLP-1R CRE-luciferase, luminescence, 4-6 h; cells express a hypersensitive GLP-1R form. Potency, µM (series often up to 45.6 µM), for the others: top-dose activation, most hits filed as activators. 380,000 tested, 0.007% active. AID 624172; also: potency is read from the fitted curve at half-maximal effect; % of control where 0% means no effect
Target sequence (P43220 whole entry, looked up): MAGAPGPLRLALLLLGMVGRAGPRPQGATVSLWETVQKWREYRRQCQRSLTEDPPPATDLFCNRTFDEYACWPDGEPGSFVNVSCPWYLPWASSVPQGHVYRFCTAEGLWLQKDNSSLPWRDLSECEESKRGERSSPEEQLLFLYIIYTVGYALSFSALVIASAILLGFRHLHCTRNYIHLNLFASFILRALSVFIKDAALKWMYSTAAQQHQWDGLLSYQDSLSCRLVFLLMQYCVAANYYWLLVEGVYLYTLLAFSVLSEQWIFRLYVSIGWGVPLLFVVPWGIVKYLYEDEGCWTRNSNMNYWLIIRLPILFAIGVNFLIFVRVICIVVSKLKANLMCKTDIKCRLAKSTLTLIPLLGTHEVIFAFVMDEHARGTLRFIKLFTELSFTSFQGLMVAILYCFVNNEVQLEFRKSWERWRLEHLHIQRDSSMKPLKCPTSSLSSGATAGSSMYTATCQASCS
PI5P4K alpha inh = PI5P4K alpha (human) kinase inhibition; P48426; PI5P4Kalpha enzyme, ADP-Glo luminescence, 60 min; hits give low values; max response, %; 330,000 tested, 1.2% active; active = max response of -50% or lower; inconclusive = between -30% and -50%; inactive = -30% or higher; also: value at the top dose of about 77 µM; % is scaled to controls: 0 for no effect and ±100 for the full control effect
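PI5P4Kalpha ADP-Glo assay; 5 microM ATP final; 60 min RT reaction; HEPES pH 7.4/EGTA/CHAPS, 5% DMSO; controls lacking substrate or enzyme; luminescent end-point.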
PTHR1 agonist = activates the human parathyroid hormone receptor PTHR1; Q03431; HEK293 GP2 PTHR1 cells, GloSensor cAMP luminescence, 1 h; Potency, µM (highest dose often 115 µM), for inactives: at the highest dose activation, hits mostly activators; 410,000 tested, 0.075% active; AID 743266; also: potency is read from the fitted curve at half-maximal effect; nearly all actives have a fitted effect of over 55% in size; some results filed as inactive show a strong effect at the top dose; inactives centre near -15; many of its hits are not listed in these tables
Target sequence (Q03431 whole entry, looked up): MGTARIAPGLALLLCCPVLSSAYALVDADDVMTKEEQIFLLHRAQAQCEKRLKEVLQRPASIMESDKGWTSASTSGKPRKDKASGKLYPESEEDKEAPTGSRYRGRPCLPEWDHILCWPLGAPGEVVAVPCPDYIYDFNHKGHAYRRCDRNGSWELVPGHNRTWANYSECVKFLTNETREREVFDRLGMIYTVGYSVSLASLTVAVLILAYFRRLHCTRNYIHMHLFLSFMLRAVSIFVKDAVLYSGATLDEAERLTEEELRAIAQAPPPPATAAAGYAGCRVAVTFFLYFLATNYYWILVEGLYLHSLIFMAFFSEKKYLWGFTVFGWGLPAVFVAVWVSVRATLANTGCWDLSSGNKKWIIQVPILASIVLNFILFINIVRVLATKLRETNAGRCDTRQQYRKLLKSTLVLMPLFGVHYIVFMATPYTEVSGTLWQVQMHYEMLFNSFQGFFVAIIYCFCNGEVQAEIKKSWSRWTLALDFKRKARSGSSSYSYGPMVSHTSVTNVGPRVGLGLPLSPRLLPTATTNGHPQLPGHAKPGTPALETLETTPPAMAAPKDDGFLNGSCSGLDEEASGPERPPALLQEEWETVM
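HEK-293-derived GP2 cells expressing PTHR1 and a GloSensor cAMP reporter, 3,000/well, plated overnight, given luciferin plus IBMX (each 0.5 mM as added) for 1 h at 37 °C, then compound for 1 h at 37 °C. Luminescence was read after 15 min at room temperature.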
GLP-1R inv ag = inverse agonists of human GLP-1 receptor | P43220 | HEK293 GLP-1R CRE-luciferase, luminescence, 24 h; GLP-1R form is constitutively active | Potency, µM (series often up to 38.3 µM), without a hit: top-dose activity change, negative = inhibition, actives largely listed as inhibitors | 410,000 tested, 1.6% active; also: potency is read from the fitted curve at half-maximal effect; % is scaled to controls: 0 for no effect and ±100 for the full control effect; nearly all actives have a fitted effect of over 55% in size
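Inverse agonists were sought by their lowering of basal cAMP reporter luciferase output in HEK293 cells stably carrying constitutively active human GLP-1R, after 24 h compound treatment.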
EPAC1 agonist = agonists of human EPAC1. EPAC1 agonist qHTS, biochemical assay; response scale: 100% = response to 6.5 mM cAMP. 360,000 tested, 0.073% active. AID 720707. Potency, µM (titrated, usually from 154 µM), without a hit: top-dose activation, usual class: activators; also: potency is read from the fitted curve at half-maximal effect; nearly all actives have a fitted effect of over 60% in size
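Normalized to 6.5 mM cAMP, activity reflects EPAC1-catalysed release of BODIPY-GDP from Rap1B, followed kinetically over 30 min at 480 nm excitation, 540 nm emission. Reaction contained 100 nM EPAC1, 250 nM Rap1B-BODIPY-GDP, 50 uM GDP.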
HEK293 tox = cytotoxicity in counter-screen for GLP-1R inverse agonists; 410,000 tested, 0.13% active; Potency, µM (highest dose often 38.3 µM), without a hit: top-dose activity change, negative = inhibition, hits mostly inhibitors; HEK293 cAMP-luciferase reporter cells, luminescence, 24 h;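 also: loss of luciferase light is scored as toxicity; potency is read from the fitted curve at half-maximal effect; % is scaled to controls: 0 for no effect and ±100 for the full control effect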
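Seeding density was 200 cells/uL; after overnight-length (12 h) culture, 23 nL compounds went on for 24 h at 37 °C. Readout used a luciferase detection reagent, luminescence taken after 12 min at room temperature.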
* = called active by the depositor; i = inactive; ? = inconclusive; nt = no result given; & = joins results of further samples; [ ] = dose if it differs, or a comment. Unless noted, calls follow the shape of the dose curve; as a rule, active = well fitted curve in the direction sought with a large enough effect; inconclusive = small, poorly fitted or top-dose-only effect, or another doubt; inactive = no such curve, though single readings can be large; an effect the other way counts as inactive or inconclusive. Not all compounds are listed (hit frequency here may not be typical).

SMILES | PLK1 PBD block | IL2 activator | EPAC1 antag | GLP-1R agonist | PI5P4K alpha inh | PTHR1 agonist | GLP-1R inv ag | EPAC1 agonist | HEK293 tox
N#CC1=C(N)n2c(s/c(=C\c3ccco3)c2=O)=C(C#N)C1c1ccco1 (stereo not drawn) | ? | 0.7 | ? | 0% | -70* | -25% | 40%[activator] | 10% | 5%
Cc1cccc(/C=N/NC(=O)CN2CCCCCCC2)c1 | -19% | 0.9 | 4% | 4% | 7 | 0% | 8% | 6% | 9%
CC1CC(CC(=O)NNc2nc(-c3ccccc3)cs2)C(=O)O1 (stereo not drawn) | 0% | 0.1 | 18% | -5% | 1 | -22% | ? | 0% | 5%
O=C(CN1CCN(Cc2ccccc2Cl)C1=O)NC1CCCCCC1 | -2% | 1.0 | 6% | -2% | 9 | -12%[57.5 µM] | ? | -13% | -13%
Cc1cc(C)c2nc(-c3ccncc3)cc(C(=O)N3CCN(Cc4ccccc4Cl)CC3)c2c1 | -2% | -2.7 | -15% | 18% | 1 | i | ? | -17% | ?
COc1ccc(Cl)cc1NC(=O)CN(C)C(C)C(=O)NCC1CCCCC1 (stereo not drawn) | -15% | -1.8 | -2% | 2% | nt | -15% | 0% | 7% | -18%
COc1ccc(C)cc1S(=O)(=O)N(CC(=O)N1CCCC1)c1ccc(C)cc1 | -6% | -3.7 | 10% | -1% | -2 | -3% | 4% | -15% | 5%
O=C(NCC1CCCO1)C(=O)N/N=C/c1c(F)cccc1Cl (stereo not drawn) | -3% | 0.1 | 11% | 4% | -3 | i | 6% | 6% | 4%
O=Cc1nccc2ccccc12 | -21% | -5.9 | 1% | -2% | -2 | i | 0% | -9% | ?
CCCn1nnnc1SCC(=O)c1ccc2c(c1)OCCO2 | -22% | -0.4 | -11% | -5% | 0 | -19%[57.5 µM] | -6% | 0% | -11%
OC(C#CCCN1CCCCC1)(c1ccccc1)c1ccccc1 | -7% | -1.6 | -18% | 3% | 4 | i | -29% | 5% | 9%
O=C(Nc1ccc2[nH]c(=S)sc2c1)c1ccccc1 | ? | 0.5 | -12% | 6% | -68* | -4% | 75%[activator] | 14% | -7%
Cn1nnnc1SCc1ccc([N+](=O)[O-])cc1 | -5% | 1.2 | 7% | 3% | 15 | i | 22% | -1% | 17%
O=C(COC(=O)CCC(=O)c1ccc(F)cc1)Nc1cccc(S(=O)(=O)N2CCOCC2)c1 | -5% | -3.0 | -16% | 5% | 3 | -11% | 12% | -7% | -7%
CCCC[n+]1ccc(-c2nc3ccc([N+](=O)[O-])cc3[nH]2)cc1 | -6% | 2.7 | -17% | 2% | 6 | i | 0% | -7% | ?

Some of the entries so far, with tabs.
Structure	PLK1 PBD block	IL2 activator	EPAC1 antag	GLP-1R agonist	PI5P4K alpha inh	PTHR1 agonist	GLP-1R inv ag	EPAC1 agonist	HEK293 tox
CCCn1nnnc1SCC(=O)c1ccc2c(c1)OCCO2	-22%	-0.4	-11%	-5%	0	-19%[57.5 µM]	-6%	0%	-11%
OC(C#CCCN1CCCCC1)(c1ccccc1)c1ccccc1	-7%	-1.6	-18%	3%	4	i	-29%	5%	9%
O=C(Nc1ccc2[nH]c(=S)sc2c1)c1ccccc1	?	0.5	-12%	6%	-68*	-4%	75%[activator]	14%	-7%
Cn1nnnc1SCc1ccc([N+](=O)[O-])cc1	-5%	1.2	7%	3%	15	i	22%	-1%	17%

Later entries:
SMILES | PLK1 PBD block | IL2 activator | EPAC1 antag | GLP-1R agonist | PI5P4K alpha inh | PTHR1 agonist | GLP-1R inv ag | EPAC1 agonist | HEK293 tox
CN(C1CCCCC1)S(=O)(=O)c1ccc(C(=O)N2CCN(c3nc4ccccc4s3)CC2)cc1 | 1% | -0.2 | -4% | -8% | 0 | -38%[inhibitor] | 12% | 1% | -3%
COc1ccc(C2=NO[C@@](CC(=O)O)(C(=O)Nc3ccc4c(c3)OCCO4)C2)cc1 | -1% | -0.5 | 6% | 10% | 1 | i | 9% | -2% | -8%
COc1nc(Nc2ccc3c(c2)OCO3)nc(OC)n1 | -12% | -2.6 | -8% | 22% | -4 | 18% | 131%[activator] | -17% | 17%
COc1cccc(CN(CC2CCCO2)S(=O)(=O)c2ccc(S(=O)(=O)N(C)C)cc2)c1 (stereo not drawn) | -14% | -0.6 | -15% | 5% | nt | -17%[57.5 µM] | -7% | 14% | 20%
Cc1cc(Br)ccc1NC(=O)COc1cc(=O)n(C)c2ccccc12 | nt | nt | nt | 3% | nt | -2% | 2% | nt | 10%
CCCCn1c(-c2c(Cl)c(C)nn2C)n[nH]c1=S | ? | -0.7 | 12% | 1% | -5 | i | -8% | 3% | 18%
O=C(c1ccco1)N1N=C(c2ccccc2O)CC1c1cccs1 (stereo not drawn) | -1% | 0.5 | -18% | 19% | 0 | 0% | ? | 7% | -19%
Clc1ccccc1C1=CC(c2ccco2)n2nnnc2N1 (stereo not drawn) | -6% | 0.2 | -3% | 33% | -8 | -3% | 3% | 2% | 5%
Cc1cccc(Oc2c([N+](=O)[O-])c(=O)n(C)c3ccccc23)c1 | ? | -0.3 | -4% | -3% | -3 | -49%[inhibitor] | 11% | 2% | -25%
CC(C)c1nc2sc3c(=O)[nH]cnc3c2c2c1CCCC2 | -4% | 0.0 | 2% | 2% | 1 | i | 4% | 4% | -10%
CSc1nc2ncc(C(=O)O)c(N)n2n1 | -2% | 0.4 | -6% | -1% | -12 | i | 14% | -3% | 13%
Cc1ccc(NC(=O)CCN2C(=O)NC(C)(C)C2=O)cc1F | 3% | 0.1 | 1% | 3% | -2 | i | 5% | 6% | -3%
Cc1sc2ncnc(SCC(=O)N(C(C)C)C(C)C)c2c1C | -10% | 0.2 | -1% | 21% | -7 | -16% | -4%[0.307 µM] | 0% | -5%[0.307 µM]
Cc1cc(OCc2cccc(S(=O)(=O)N3CCOCC3)c2)ccc1Cl | -2% | -0.5 | -10% | 10% | 17 | -49%[inhibitor] | ? | 11% | 0%
Cc1ccc(C(=O)NC(=S)NNC(=O)c2ccccc2)cc1 | -13% | 0.6 | -26% | 5% | 3 | -19% | -20% | 4% | -3%
CC(C)c1cccc(C(C)C)c1NC(=O)c1ccccc1 | -2% | -0.5 | 4% | -5% | 1 | i | -13% | -3% | -5%
O=C(Nc1ccc(Br)cn1)c1ccc2ccccc2c1 | -3% | 1.3 | 6% | 7% | 2 | -33%[inhibitor] | 2% | -10% | -15%
COc1cc(C(=O)NCCC(c2ccccc2)c2ccccc2)cc(OC)c1OC | -7% | -2.3 | -12% | 3% | 3 | i | ? | 13% | -12%
CCOc1cc(/C=N/NC(N)=O)ccc1OCC(=O)Nc1ccc(C)c(C)c1 | 5% | -1.7 | ? | 23% | -3 | i | 35%[activator] | -5% | -10%
NC(=S)C1COc2ccccc2O1 (stereo not drawn) | ? | 3.2 | -10% | 1% | 3 | -4% | 2% | -2% | 8%
CCOC(=O)/C(C#N)=C/c1c(N2CCN(Cc3ccc4c(c3)OCO4)CC2)nc2c(C)cccn2c1=O | -2% | -0.9 | 2% | 15% | 4 | i | 6% | 15% | -11%
CCC(C)N(C(=O)Cn1cnc2c1c(=O)n(C)c(=O)n2C)C1CCS(=O)(=O)C1 (stereo not drawn) | -7% | -2.9 | 2% | -11% | 11 | i | -28% | 7% | 6%
CC(C)(CC(=O)O)CC(=O)NCc1c(Cl)cccc1Sc1ccc(Cl)cc1 | 4% | 1.0 | 1% | -4% | -1 | i | ? | 3% | 1%
O=C(NCc1cccc(F)c1)C1CCN(C(=O)c2sccc2-n2cccc2)CC1 | 9% | 2.5 | 2% | 9% | 4 | -1% | 12%&1% | -3% | 5%&4%
CCOc1ccc(NC(=O)Cn2c(=O)n(CCCCC(=O)NCCc3ccc(Cl)cc3)c(=O)c3ccccc32)cc1 | nt | nt | nt | -3% | nt | -3% | 15% | nt | 0%
O=C(c1ccco1)c1cn(CC(=O)N2CCCC2)c2ccccc12 | 3% | 0.0 | -1% | 2% | -1 | -1% | 3% | -1% | 2%
O=C(CSc1nnnn1Cc1ccccc1)c1ccccc1F | -17% | 0.9 | 4% | 25% | 9 | -14% | -28% | 13% | -13%
CC1=NN(c2ccccc2)C(=O)/C1=C/c1ccc(-c2ccc(C)c(C(=O)O)c2)o1 | 4.7µM* | 2.5 | -13% | 11% | -18 | -27% | -6% | 3% | 1%
CC(C)c1ccc(/C=N/NC(=O)c2ccccc2Cl)cc1 | 5% | 0.5 | -10% | 15% | 3 | i | ? | -1% | -35%
O=C(CSCC(=O)NN=Cc1ccccc1)NN=Cc1ccccc1 | -6% | -0.4 | 22% | 13% | -9 | i | 1% | 0% | -10%
Cc1ccc2cccc(OCC(=O)N(C)CC(=O)Nc3ccc(F)cc3)c2n1 | -14% | 2.0 | -9% | -5% | 0 | -14% | -1% | -2% | -3%
Cc1ccc2nsnc2c1S(=O)(=O)N1CCN(Cc2ccc3c(c2)OCO3)CC1 | 1% | -0.3 | 1% | 3% | nt | i | -1% | 17% | 9%
COc1ccc(CN(C)C(=O)c2oc3ccccc3c2CSC)cc1F | -4% | -0.5 | -5% | ? | -4 | -18% | ? | 13% | -9%
CSc1ccc(C2NC(=O)CCC2[N+](=O)[O-])cc1 (stereo not drawn) | -3% | -2.9 | -2% | 0% | 2 | i | 0% | 2% | 1%
CS(=O)(=O)Nc1ccccc1NS(C)(=O)=O | -16% | 0.5 | 6% | -1% | 0 | i | 0% | 10% | 6%
O=C(CN(c1cccc(Cl)c1)S(=O)(=O)c1ccccc1)NN=C1CCCC1 | -5% | 0.0 | 6% | 3% | -1 | -18% | 1% | 9% | 1%
CC(=O)N1CCN(C(=O)c2cc(=O)c3ccccc3o2)CC1 | -3% | -0.5 | 6% | 2% | 1 | i | 25% | 3% | 0%
CCCCn1c(N)c(N(CCOC)C(=O)CN(C)S(=O)(=O)c2ccc(Cl)cc2)c(=O)[nH]c1=O | 0% | -0.1 | 3% | 3% | -4 | i | 3% | -1% | 1%
CN1CCN(c2ccc(NC(=O)CSc3nnnn3-c3ccccc3F)cc2)CC1 | -2% | -4.1 | -11% | -1% | 1 | i | 2.8µM* | -8% | -9%
